High-throughput results from PubChem BioAssay.
Pf Dd2 growth: inhibitors of Plasmodium falciparum Dd2 growth. P. falciparum Dd2 growth, SYBR Green, 72 h. Potency, µM (titrated, usually from 28.9 µM), for the others: top-dose activity, negative = inhibition, most hits filed as inhibitors. hit rate 4.3% among 120,000. AID 1347417; active means well fitted inhibition curve with a large enough effect; inconclusive means small, poorly fitted or top-dose-only effect; inactive means no such curve, though single readings can be large or run the other way;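 further: plate controls were DMSO vehicle for no effect and reference drug for full effect; nearly all actives have a fitted effect of over 65% in size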
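Infected erythrocytes (Dd2, 0.3% parasitemia, 2.5% hematocrit final) are added to compound in RPMI-1640/Albumax II medium, grown 72 h at 37C in low oxygen, then lysed with saponin/Triton-X containing SYBR Green and read by fluorescence.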
The depositor's hits bear a star; i = inactive; ? = inconclusive; [ ] = another dose, or the depositor's remark. Potency means the concentration at half of the fitted maximal effect. Not all compounds are listed; rates above refer to the full screens.

SMILES	Pf Dd2 growth
CCCN(C)c1nccnc1OC1CCN(C(=O)CC(C)C)C1 (stereo not given)	?
Cc1ccc(-c2noc([C@@H]3Cc4nc[nH]c4CN3C(=O)c3ccc(F)cc3)n2)cc1	i
CC(C(=O)NC1CC1)[C@@H]1CC[C@@]2(C)CC[C@H](NC(=O)C3CC3)[C@@H](C)[C@@H]2[C@H]1O (stereo not given in full)	-11%[44.1 µM]
COc1ccccc1-c1cc(NCc2cccnc2)c2onc(C)c2n1	i
Cc1ccc(CNC(=O)C2CCN(S(=O)(=O)c3ccc4[nH]c(=O)ccc4c3)CC2)cc1	-15%
O=C(CN1C(=O)NC2(CCCCC2)C1=O)Nc1ccc(Br)cc1F	24%
COCc1cc(C)nc2sc(C(=O)Nc3ccc(OC(F)(F)F)cc3)c(N)c12	4µM*
CCOC(=O)CCn1cnc2onc(-c3ccccc3Cl)c2c1=O	9%
Cc1ccc(CN2CCCN(S(C)(=O)=O)C(c3ccccc3)CC(=O)NCC2)s1 (stereo not given)	i
O=C1N(C2CCCCC2)C[C@H]2CN(Cc3ccc(F)cc3)CCN12	-14%[44.1 µM]
COc1ccc2cc3cc(C(=O)NCc4ccccc4OC)oc3nc2c1	i
COCCN1CCNc2nc(CNCc3cccc(Cl)c3)n(Cc3ccccc3)c2C1=O	i
COc1ccc(CCN2C(=O)CN(C3CCC(C)CC3)C(=O)C2c2ccc(OC(C)C)c(OC)c2)cc1OC (stereo not given)	i
O=C1[C@@H]2CSC(c3ccc(Cl)cc3)N2C(=O)N1c1ccccc1 (stereo not given in full)	8%
CCOc1ccc(Oc2nc(NCC(C)C)nc(NC(C)(C)C)n2)nn1	-17%
C=CCN(Cc1ccccc1OC)C(=O)c1cnn(CCC)c1C	-11%
CN1Cc2ccccc2-n2ccnc2C12CCN(C(=O)c1ccc(Br)o1)CC2	-13%[5.79 µM]
CC(C)Sc1ncc(Cl)c(C(=O)Nc2nnc(C(C)C)s2)n1	28%
CCn1c(CO)nnc1C1CC(NC(=O)CCn2c(=O)[nH]c3ccccc32)C1 (stereo not given)	2%
COc1cc(-c2ccnc3nc(C4CCCCC4)nn23)cc(OC)c1OC	-10%

The last two entries of the part before open the next one:
SMILES	Pf Dd2 growth
CCn1c(CO)nnc1C1CC(NC(=O)CCn2c(=O)[nH]c3ccccc32)C1 (stereo not given)	2%
COc1cc(-c2ccnc3nc(C4CCCCC4)nn23)cc(OC)c1OC	-10%
CC(C)CC(N)c1nnc2n1CCNCC2 (stereo not given)	0%
COCC(=O)NC[C@H]1O[C@H](Cc2cc(COC)on2)CC[C@@H]1O	30%[activator][44.1 µM]
Cc1nc(-c2ccc(F)cc2)n(CC(=O)NCc2ccc3c(c2)OCO3)c(=O)c1CCO	i
O=C(N1CCC(c2n[nH]c(=O)n2-c2ccccc2)CC1)C1(c2ccccc2)CC1	-9%
Cc1cc(C)c2nc(N3CCCC(C(=O)NCc4cccc(Br)c4)C3)sc2c1 (stereo not given)	-13%
CC(C)NC(=O)c1ccc(-c2nnc3ccc(NC(=O)C4CCC4)cn23)cc1	4µM*
COc1cccc(CN2CCCC(NCc3cc(C)ccc3-n3cccn3)C2)c1 (stereo not given)	?
NC(=O)[C@H](Cc1cccs1)NC(=O)[C@@]1(O)C[C@@H](O)[C@H](O)[C@@H](NC(=O)c2ccc(F)c(Cl)c2)C1	-4%
O=C(NCc1cccnc1)[C@@H]1C[C@@H](O)CN1C1CCN(C(=O)Cc2cccc(F)c2)CC1	-13%
Cc1ccccc1CN1CCn2nnc(-c3nc(-c4ccsc4)no3)c2C1=O	i

An excerpt from above in order of SMILES length, highest first:
SMILES	Pf Dd2 growth
Cc1ccc(-c2noc([C@@H]3Cc4nc[nH]c4CN3C(=O)c3ccc(F)cc3)n2)cc1	i
Cc1cc(C)c2nc(N3CCCC(C(=O)NCc4cccc(Br)c4)C3)sc2c1 (stereo not given)	-13%
O=C1[C@@H]2CSC(c3ccc(Cl)cc3)N2C(=O)N1c1ccccc1 (stereo not given in full)	8%
COc1ccc2cc3cc(C(=O)NCc4ccccc4OC)oc3nc2c1	i
CCOC(=O)CCn1cnc2onc(-c3ccccc3Cl)c2c1=O	9%
CC(C)CC(N)c1nnc2n1CCNCC2 (stereo not given)	0%

Remaining list, next part
SMILES	Pf Dd2 growth
CC(C)c1ccc(Nc2ncnc3c2nc2n3CCCC2)cc1	-11%
COc1ccc(C2C(=O)N(C3CCCCC3)CC(=O)N2C2CCCCC2)cc1 (stereo not given)	-6%
O=C(Nc1cccnc1)N1CCOC[C@H](Oc2ccccc2)C1	6%[44.1 µM]
Cc1cnc(-c2cccnc2)n1C1CCN(C(=O)c2ccncc2)CC1	5%
O=C1NC(C(=O)NCC2CCCCC2)Cn2cccc21 (stereo not given)	20%
COC(=O)CCn1cnc2onc(-c3cc(F)cc(F)c3)c2c1=O	4%
CCc1nc(C)c(C(=O)N[C@H]2[C@@H]3CCO[C@@H]3[C@@H]2C2CCCC2)o1	-1%
O[C@H]1CC[C@@H](Cc2cc(-c3ccc(F)cc3)on2)O[C@@H]1CNCc1cccnc1	?
CN1c2cccnc2CN(Cc2cccc(Cl)c2)CC[C@H]1CO	?
Clc1ccc(CSc2nncn3c2cc2occc23)cc1	?
O=C(N[C@H]1CCN2C(=O)N(c3ccc(F)c(Cl)c3)C(=O)[C@@H]2C1)c1cccs1	i
O=C(c1ccc[nH]1)N1CCCC(n2cc(-c3nc(-c4ccccc4)no3)nn2)C1 (stereo not given)	-4%
Cn1ncc2c(C(=O)NCCc3ccc(Cl)cc3)cc(-c3ccc(Cl)cc3)nc21	-13%
COc1ccc(CCC(=O)N2CCC3(CC2)NCc2ccccc2-n2ccnc23)cc1	i[5.79 µM]
COc1ccccc1CNC(=O)c1cc2cccc3c2n1CCS3	41%
Cc1ccccc1CN1CCC2(Cc3ccccc3CNC2=O)C1 (stereo not given)	?
Cc1cc(C[C@@H]2COC[C@@H]2NC(=O)c2ccc(-c3nnn(C)n3)cc2)on1	5%
COc1ccccc1C(=O)NCc1nnc2cc(-c3nc(C)no3)ccn12	-13%
CCOc1ccc(CCNC(=O)C2CCN(C(=O)N3CC(CC)Oc4ccccc43)CC2)cc1 (stereo not given)	-14%
C[C@@H](NC(=O)c1cccs1)c1c(-c2ccc(F)cc2)noc1C(=O)O	-11%[44.1 µM]
Cc1ccccc1OCc1nc(C2CN(C(=O)c3ccc4ccccc4n3)C2)no1	-12%
O=C(NCc1ccc(F)cc1)C1CN(c2cccc(Cl)c2)C(=O)N1 (stereo not given)	4%[44.1 µM]
CC(C)Oc1ccc(CNS(=O)(=O)c2ccc3c(c2)C(C)(C)C(=O)N3C)cc1	16%
Cc1nn(-c2cccc(Br)c2)c(C)c1[C@@H]1C=C[C@@H](NC(=O)CC(C)(C)CC(=O)O)C1	8.9µM*
O=C(Cn1nc2c(cc1=O)CCCC2)NCCc1cccc(F)c1	8%
CCCC(=O)N1CCc2nc(OCC)ccc2C1	-8%
CCC(=O)N1CCc2cc(Br)cc(S(=O)(=O)CCC(=O)NCCc3ccccc3)c21	-3%
OC1(Cc2cc(-c3ccccc3)no2)CCN(c2ncncn2)CC1	-14%
O=C(NC1CCCCC1)C1CN(S(=O)(=O)c2ccccc2F)CC12CCOCC2 (stereo not given)	-18%
CCc1ccc(Nc2nc(C)cc(=O)n2CC(=O)c2ccc(F)cc2)cc1	i

For convenience, 3 of the compounds above.
SMILES	Pf Dd2 growth
Cc1ccccc1OCc1nc(C2CN(C(=O)c3ccc4ccccc4n3)C2)no1	-12%
O=C(NCc1ccc(F)cc1)C1CN(c2cccc(Cl)c2)C(=O)N1 (stereo not given)	4%[44.1 µM]
CC(C)Oc1ccc(CNS(=O)(=O)c2ccc3c(c2)C(C)(C)C(=O)N3C)cc1	16%

Other compounds follow:
SMILES	Pf Dd2 growth
O=C(c1ccccc1Cl)N1CCC2(C1)C(=O)N(CCc1ccccc1)c1ccccc12 (stereo not given)	i
COC[C@H]1CCCN1[C@@H]1[C@H](O)[C@H](CO)O[C@@H]1CNC(=O)C1CCCC1	-6%[44.1 µM]
COc1ccc(-c2cc(N3CCN(C(=O)c4ccc(F)c(F)c4)CC3)n[nH]2)cc1	i
CCOc1ccc(Cl)cc1CN(C)C(=O)c1cccc(-n2cnnc2)c1	-14%
COc1ccccc1NC(=O)Cn1nc(C)n2cccc2c1=O	-14%
COc1cccc(-n2c(-c3ccc(Cl)cc3)cc3c2CC(C)(C)CC3=O)c1	?
CCc1ccc(NC(=O)Cn2ccn3nc(-c4ccc(F)cc4)c(CO)c3c2=O)cc1	-10%
CC(CCc1ccccc1)NC(=O)Cn1cccc1-c1nc(-c2ccc(F)cc2)no1 (stereo not given)	?
COc1ccc(OC)c(NC(=O)CSC2=Nc3ccccc3C3=NC(CCC(=O)NCc4ccco4)C(=O)N23)c1 (stereo not given)	8%
O=C(c1ccccc1)N1CC(Oc2ccc(F)c(F)c2)C1	-29%[44.1 µM]
Cn1cc(-c2ccccc2)cc1C(=O)NCc1ccc(N2CCOCC2)cc1	i
Cn1ncc(N2CCCC(CC(=O)NCCC3=CCCCC3)C2)cc1=O (stereo not given)	-3%
COc1ccc(OC)c(C2Nc3c(C)cc(C)cc3-c3cc(C)nn32)c1 (stereo not given)	0.25µM*
CC(C)CC(=O)NCC1(N(C)C)CCCCC1	-17%
CCOc1ccc(NC(=O)C2CCN(C(=O)c3ncn4c3COC(c3ccccc3)C4)CC2)cc1 (stereo not given)	-3%
COCC(=O)N(C)C1CCc2ccccc21 (stereo not given)	-21%[44.1 µM]
CC(C)CC(=O)N1CCC2(CC1)CN(c1ccccc1)C2=O	-4%
O=C1CC(=O)Nc2cc(S(=O)(=O)Nc3cccc(Br)c3)ccc2N1	35%[activator]
Cc1ccccc1NCc1nc2ccccc2n1CCOc1ccccc1	42%[activator][5.79 µM]
COCCn1cnc2ccc(OCc3ccc(C(F)(F)F)cc3)nc2c1=O	-2%[44.1 µM]
O=C1NCCOCCN(C(=O)c2ccncc2)[C@H]2CCC[C@@H]12	28%
CCOc1ccccc1CNC(=O)c1cccc(NC(=O)c2nsc3ccccc23)c1	?
COCc1ccc2c(c1)c(OC(C)(C)C(=O)Nc1cc(C)nn1C)nn2Cc1cccnc1	-14%
Fc1ccc(-n2ncc3c(N4CCC(Cc5ccccc5)CC4)ncnc32)cc1	23%
O=C(Nc1ccc([C@H]2OCC(=O)N(Cc3cccnc3)[C@@H]2CO)cc1)c1ccnc(Cl)c1	-1%
Cc1cc2nc(-c3ccc(OCc4ccccc4Cl)cc3)cc(C(F)(F)F)n2n1	7%
CCOc1ccccc1NC(=O)N1CCN(Cc2cc(=O)n3nc(-c4ccc(C)cc4)sc3n2)CC1	21%
Brc1ccc(-c2ccc(CNCCSc3nnnn3-c3ccccc3)o2)cc1	-15%
Cc1ccc(S(=O)(=O)NC[C@H]2OC[C@@H](N(C)C)[C@@H]2O)cc1	-8%[44.1 µM]
CCOC(=O)c1c(C)oc2nc(C)nc(NCC3CCN(Cc4cccc(Cl)c4)CC3)c12	-18%

Gathered by group: the entries above containing a COOH group
SMILES	Pf Dd2 growth
C[C@@H](NC(=O)c1cccs1)c1c(-c2ccc(F)cc2)noc1C(=O)O	-11%[44.1 µM]
Cc1nn(-c2cccc(Br)c2)c(C)c1[C@@H]1C=C[C@@H](NC(=O)CC(C)(C)CC(=O)O)C1	8.9µM*

Additional results follow:
SMILES	Pf Dd2 growth
COc1ccc(-c2cc(C)nc3c(-c4ccc(OC)c(OC)c4)c(C)nn23)cc1	?
CCn1nc(C(=O)N2CCCC3(CN(C)C(=O)O3)C2)cc1C (stereo not given)	-1%
CCCc1noc(-c2cccn3c(CNC(=O)c4ccccc4OCC)nnc23)n1	?
CCc1nc2c(c(-c3ccc(Cl)cc3)n1)CN(Cc1ccc(OC(F)(F)F)cc1)CC2	8.9µM*
Cc1cccc(C(=O)N2CCN(c3cc(C(F)(F)F)nc(C)n3)CC2)c1	i
Cc1cccc(C(=O)N2CCCCCCNC(=O)[C@@H]3C[C@@H](c4nc(C(C)C)no4)C[C@@H]32)c1	-6%
COc1ccc(OCC(=O)Nc2ccc(O)c(-c3nc4ccccc4s3)c2)cc1	?
COc1cc2c(cc1OC)C(C[C@H]1CN(C(=O)c3cccn3C)CC[C@H]1CC(=O)O)=NCC2	0%
COc1ccccc1C(=O)NCCc1csc(-c2ccc(C(F)(F)F)cc2)n1	12%
Cc1cc(=O)n(Cc2ccccc2Cl)c2c1c(C)nn2-c1ccccc1	-21%
CNC(=O)N1CCC(C2CCN(C(=O)CCC3CCCC3)C2)CC1 (stereo not given)	0%
COCCN1C(=O)CS(=O)C12CCN(C(=O)NC1CCCC1)CC2 (stereo not given)	4%
COC(=O)Cn1c(SCCOc2ccccc2OC)nc2ccccc21	16%
CN(C)C(=O)N1CCCC(c2nc(-c3ccc4nc[nH]c4c3)no2)C1 (stereo not given)	i
COc1ccccc1NC(=O)CSc1nncn2c1cc1sccc12	4%
COc1ccc(-c2cc(C(F)(F)F)c(C#N)c(SCC(=O)Nc3cccc(C)c3)n2)cc1	24%
COc1ccc(C)cc1NC(=O)CN1C(=O)NC(c2ccc(C)cc2)C2=C1COC2=O (stereo not given)	-10%
Cc1ccc(-n2c(C3CCN(C(=O)C4(c5ccccc5)CC4)CC3)n[nH]c2=O)cc1	-5%
COc1ccc(CNC(=O)c2cc(-c3ccc(OC)cc3)nc3n[nH]c(-c4cccc([N+](=O)[O-])c4)c23)cc1	-9%
CC(C)NC(=O)N(C1CC1)C1CCOC2(CCN(C(=O)Cc3cccc(F)c3)CC2)C1 (stereo not given)	1%
COc1ccc(C2=NS(=O)(=O)N(C)C(C(=O)N(C)Cc3ccccc3)=C2)cc1OC	-25%
CC(C)CNc1ccc2c(n1)C(C)(C(=O)NCc1cccnc1)CN(Cc1ccccc1)C2 (stereo not given)	?
C[C@@H](NC(=O)C1CC1)c1onc(-c2ccc(Cl)cc2)c1C(=O)O	-14%[44.1 µM]
COc1ccc(-c2cc3c(ccn3C(C)C)c(C(=O)NCc3c(C)cc(C)[nH]c3=O)n2)cc1	?
